Screens (PubChem BioAssay)
KCNH2 3.1 inh: blocks the human KCNH2 3.1 channel isoform; 340,000 compounds, 0.95% hits; U2OS KCNH2 3.1, thallium flux FluxOr; stronger effect = lower value; AID 720553; activity change, % (tested at about 1.8 µM);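 active means maximum activity change below -70%; inconclusive means maximum activity change from -70% to -50%; inactive means maximum activity change above -50%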;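 further: thallium influx rate constant from kinetic fluorescence after stimulation buffer; on the % scale 0 is the no-effect control and ±100 the full control effect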
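Channel expression came from 3.1 mutant virus (1.77 x 10^8 /mL) applied to suspended U2OS cells for 4 h. Flux was tracked with FluxOr dye plus Red40 quencher, and kinetic rate constants normalized to controls.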
RORgamma inh: inhibitors of mouse ROR gamma transcriptional activity; P51450; Drosophila S2 Gal4-RORgamma UAS-luciferase reporter, 20 h; Potency, µM (doses to about 53.6 µM), inactives show at the highest dose activity change, negative = inhibition, actives largely listed as inhibitors; 310,000 compounds, 5.4% hits; AID 2551; further: potency means the concentration at half of the fitted maximal effect; on the % scale 0 is the no-effect control and ±100 the full control effect; nearly all actives have a fitted effect of over 60% in size
Target sequence (P51450 whole entry, looked up, the tested form may be a part): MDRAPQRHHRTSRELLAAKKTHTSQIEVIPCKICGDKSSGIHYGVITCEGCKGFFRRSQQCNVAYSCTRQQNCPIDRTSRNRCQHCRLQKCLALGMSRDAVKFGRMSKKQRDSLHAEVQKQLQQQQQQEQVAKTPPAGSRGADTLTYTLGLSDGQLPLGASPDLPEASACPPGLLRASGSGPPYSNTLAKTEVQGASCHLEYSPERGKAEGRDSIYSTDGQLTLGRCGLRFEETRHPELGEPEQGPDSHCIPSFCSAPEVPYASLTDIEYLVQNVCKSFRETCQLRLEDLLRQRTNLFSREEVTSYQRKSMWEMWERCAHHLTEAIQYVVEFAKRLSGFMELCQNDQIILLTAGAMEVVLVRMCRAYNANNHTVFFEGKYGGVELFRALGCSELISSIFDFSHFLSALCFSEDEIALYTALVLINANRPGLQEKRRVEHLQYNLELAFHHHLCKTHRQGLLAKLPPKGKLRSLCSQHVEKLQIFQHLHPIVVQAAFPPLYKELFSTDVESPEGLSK
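Stable Schneider cell line, Gal4 DNA-binding domain fused to ROR gamma, UAS-luciferase. Cmpd 1 hr RT → CuSO4 700 uM final → 20 hr RT → luciferase reagent 10 min → luminescence.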
VP16 counter: Gal4-VP16 reporter inhibition counter-screen; Drosophila S2 Gal4-VP16 UAS-luciferase, luminescence, 20 h; Potency, µM (series often up to 53.6 µM), inactives show at the top dose activity, negative = inhibition, actives largely listed as inhibitors; 310,000 compounds, 3.5% hits; AID 2546;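 further: Gal4-VP16 expression switched on by copper sulfate through the metallothionein promoter; potency means the concentration at half of the fitted maximal effect; on the % scale 0 is the no-effect control and ±100 the full control effect; nearly all actives have a fitted effect of over 50% in size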
MBNL1-CUG inh: blocks human MBNL1 binding to CUG repeat RNA | Q9NR56 | 280,000 compounds, 0.036% hits | Potency, µM (highest dose often 57.5 µM), without a hit: at the highest dose activity change, negative = inhibition, most hits filed as inhibitors | TR-FRET MBNL1-His/biotin-(CUG)12 binding, 665/545 ratio; active means well fitted inhibition curve with a large enough effect in the signal ratio, with a control signal flat, not every such curve was filed as active; inconclusive means small, poorly fitted or top-dose-only effect, or effect the other way, or a change in a side signal; inactive means no such curve, though single readings can be large or run the other way; the % refers to the signal ratio; further: potency means the concentration at half of the fitted maximal effect; on the % scale 0 is the no-effect control and ±100 the full control effect
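His-tagged MBNL1 binding to biotinylated (CUG)12 RNA was measured by TR-FRET using terbium anti-His antibody (0.055 ng/ul final) and streptavidin-XL665 (5 nM final). Compounds were titrated 92 nM to 58 uM; 60 min at room temperature.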
NPC1 prom act: activates the NPC1 promoter | Huh7 NPC1 promoter luciferase reporter, 24 h | Potency, µM (top dose mostly 9.22 µM), inactives show at the highest dose activation, usual class: activators | 320,000 compounds, 2.4% hits;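 further: potency means the concentration at half of the fitted maximal effect; % of control where 0% means no effect; nearly all actives have a fitted effect of over 60% in size; reporter is driven by a mutant NPC1 promoter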
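Compounds in DMSO were transferred onto Huh7 NPC1-luciferase reporter cells pre-incubated 2 h; after 24 h at 37 °C, Amplite reagent was dispensed and luminescence recorded 10 min later.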
Menin-MLL TR inh: displaces Texas Red mutant MLL peptide from human menin; O00255; Menin + Texas Red MLL mutant peptide, fluorescence polarization; Potency, µM (titrated, usually from 61.6 µM), without a hit: top-dose FP activity change, negative = inhibition, hits mostly inhibitors; 270,000 compounds, 0.23% hits; active means well fitted inhibition curve with a large enough effect in the polarisation, with a control signal flat, not every such curve was filed as active; inconclusive means small, poorly fitted or top-dose-only effect, or effect the other way, or a change in a side signal; inactive means no such curve, though single readings can be large or run the other way; the % refers to the polarisation; further: potency means the concentration at half of the fitted maximal effect; % of control where 0% means no effect; many of its hits are not listed in these tables
PKM2 act: activators of human pyruvate kinase M2; P14618; purified PKM2, Kinase-Glo ATP luminescence, activation; response scale: 0% is enzyme alone, no compound; Potency, µM (titrated, usually from 57.5 µM), without a hit: at the highest dose activation, most hits filed as activators; 260,000 compounds, 0.34% hits; AID 1631; further: potency means the concentration at half of the fitted maximal effect; on the % scale 0 is the no-effect control and ±100 the full control effect; nearly all actives have a fitted effect of over 55% in size
Target sequence (P14618 whole entry, looked up): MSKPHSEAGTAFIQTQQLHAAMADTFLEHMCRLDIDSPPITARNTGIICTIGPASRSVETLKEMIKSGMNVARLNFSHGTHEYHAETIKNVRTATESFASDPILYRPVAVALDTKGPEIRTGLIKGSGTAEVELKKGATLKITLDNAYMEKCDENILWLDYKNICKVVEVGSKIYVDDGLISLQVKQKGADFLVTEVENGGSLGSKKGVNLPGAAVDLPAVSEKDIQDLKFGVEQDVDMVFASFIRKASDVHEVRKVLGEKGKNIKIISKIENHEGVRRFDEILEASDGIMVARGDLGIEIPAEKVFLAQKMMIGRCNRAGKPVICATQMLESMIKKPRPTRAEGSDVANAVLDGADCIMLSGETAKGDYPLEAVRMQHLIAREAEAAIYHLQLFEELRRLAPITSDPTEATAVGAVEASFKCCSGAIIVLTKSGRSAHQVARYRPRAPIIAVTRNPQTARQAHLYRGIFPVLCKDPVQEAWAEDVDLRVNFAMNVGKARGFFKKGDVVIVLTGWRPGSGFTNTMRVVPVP
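Purified hPK-M2 (>95% pure) converted ADP (0.1 mM final) to ATP with 0.5 mM PEP in 50 mM imidazole pH7.2, KCl, MgCl2, Tween 20, BSA; 1 h at room temperature. ATP detected by Kinase-Glo luminescence.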
Mito fusion act: mitochondrial division inhibition or fusion activation | Potency, µM (titrated, usually from 46.1 µM), inactives show at the highest dose growth rescue (activation), usual class: activators | AID 485298 | 320,000 compounds, 0.23% hits | S. cerevisiae fusion-defective mutant growth rescue, CellTiterGlo 48 h;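 further: potency means the concentration at half of the fitted maximal effect; % of control where 0% means no effect; nearly all actives have a fitted effect of over 45% in size; temperature-sensitive fusion mutants such as fzo1-1 at 37 °C on non-fermentable ethanol glycerol medium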
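Temperature-sensitive fusion-defective S. cerevisiae (e.g. fzo1-1, mgm1-5) were grown with compound in YPEG medium (3% ethanol, 3% glycerol) for 48 hours at 37C. Growth rescue was measured as viability by CellTiterGlo luminescence after 10 minutes at ambient.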
ELG1 DNA repair: ELG1-dependent DNA repair inhibition; HEK293T ELG1-luciferase reporter, luminescence, 16 h; DNA damage induced by 5-fluorouridine; Potency, µM (titrated, usually from 46.1 µM), without a hit: at the top dose activity change, negative = inhibition, most hits filed as inhibitors; AID 504467; 330,000 compounds, 2.3% hits; further: potency means the concentration at half of the fitted maximal effect; on the % scale 0 is the no-effect control and ±100 the full control effect; nearly all actives have a fitted effect of over 55% in size
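5-Fluorouridine DNA damage + compound/DMSO, 2,000 cells/well, 16 h, 37 °C/5% CO2. ONE-Glo, 30 min RT, luminescence. Readout = decrease in reporter signal.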
Rab9 prom act: activates the Rab9 promoter | 320,000 compounds, 2.8% hits | Potency, µM (titrated, usually from 9.22 µM), without a hit: top-dose activation, negative = inhibition, hits mostly activators | AID 485297 | Huh7 Rab9 promoter-luciferase reporter, luminescence, 24 h; further: potency means the concentration at half of the fitted maximal effect; % of control where 0% means no effect; nearly all actives have a fitted effect of over 60% in size
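Huh7 reporter line, Rab9 promoter upstream of luciferase. Compound exposure 24 h at 37 °C in reduced-serum medium with 10% FBS. Read-out: luminescence.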
FLuc modulator: counter-screen for miR-21 project: firefly luciferase inhibitors or activators | P08659 | purified FLuc, Km substrates, luminescence inhibition | Potency, µM (doses to about 57.5 µM), for inactives: at the top dose activity change, negative = inhibition, hits mostly inhibitors | 360,000 compounds, 6.9% hits | AID 588342;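 further: potency means the concentration at half of the fitted maximal effect; plate controls were vehicle for no effect and reference inhibitor for full effect; nearly all actives have a fitted effect of over 55% in size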
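Biochemical qHTS of compounds, final roughly 60 µM downward over six points, against 10 nM purified firefly luciferase using Km concentrations of substrates (10 uM D-luciferin, 10 uM ATP) in Tris acetate pH 7.5 buffer; luminescence output.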
* marks the source's active call; other numbers are inactive results; ? = inconclusive; / = not tested or not shown; [ ] = remark or other dose. Unless noted, the call rests on the fitted dose curve; in most records, active means well fitted curve in the direction sought with a large enough effect; inconclusive means small, poorly fitted or top-dose-only effect, or another doubt; inactive means no such curve, though single readings can be large; an effect the other way counts as inactive or inconclusive.

SMILES	KCNH2 3.1 inh	RORgamma inh	VP16 counter	MBNL1-CUG inh	NPC1 prom act	Menin-MLL TR inh	PKM2 act	Mito fusion act	ELG1 DNA repair	Rab9 prom act	FLuc modulator
COc1ccc(NC(C)=O)cc1S(=O)(=O)N1CCN(C(=O)c2ccccc2F)CC1	7	-13%	-5%	-5%	-2%	/	-3%	1%	-11%	-1%	0%
CCOC(=O)C1CCN(C(=O)c2ccc3c(Cl)c4c(nc3c2)CCCC4)CC1	-2	32%	?	1%	20%	-30%	-1%[0.46 µM]	-8%	?	?	1%
COc1ccc(C(=O)NCc2cnn(C)c2)cc1OC1CCN(C(C)C)CC1	-15	-19%	14%	2%	0%	9%	/	-16%	-4%	-3%	2%
CCOC(=O)N1CCC(NC(=O)c2cc(COc3ccccc3SC)on2)CC1	-21	38%	-1%	-7%	9%	-14%	1%	0%	-3%	2%	?
CCC1CCCCN1C(=O)Nc1ccc(F)cc1 (centres undefined)	-1	31%[0.365 µM]	/	3%	-2%	-24%	2%	-5%	-2%	3%	6%
Clc1ccc(CNc2ccccc2NCc2ccc(Cl)nc2)cn1	-23	36%	-2%	0%	1%	-1%	1%	-6%	?	-2%	-8%
CC(C)(C)C(=O)Nc1ccc(S(=O)(=O)N2CCC(c3nc4ccccc4[nH]3)CC2)cc1	7	/	/	/	5%	/	/	-2%	3.7µM*	-7%	6%
CCS(=O)(=O)N1Cc2ccccc2CC1C(=O)Nc1ccc(F)c(F)c1F (centres undefined)	-17	-21%	18%	4%	16%	10%	/	19%	22%	17%	?
COCCCNC(=S)NNC(=S)Nc1ccccc1	7	?	-8%	-10%	17%	/	-13%	8%	?	18%	-8%
CC(=O)c1sc(NC(=O)c2ccc(C)c(C)c2)nc1C	-1	0%	-20%	3%	1.6µM*	?	-9%	7%	?	1.8µM*	2.4µM*
O=C(COC(=O)CNC(=O)c1ccc(Cl)cc1)Nc1cccc(S(=O)(=O)N2CCCC2)c1	3	-7%	-5%	-8%	-6%	/	-4%	5%	1%	-1%	?
CN1CCN(C(=O)CN(c2ccccc2)S(=O)(=O)N(C)C)CC1	-1	9%	2%	-10%	-1%	-1%	2%	-2%	9%	-2%	0%
CCN(CC)c1ccc(NC(=O)CCN2C(=O)c3ccccc3S2(=O)=O)c(C)c1	-6	/	/	/	-2%	/	/	-9%	-1%	-2%	0%
CC(C)(C)C(=O)/C=C(N)/C=C/c1ccccc1	12	?	6%	3%	?	0%	-2%	3%	?	7%	12µM*
COCCn1c(NC(=S)NC(=O)C2CC2)cc(=O)[nH]c1=O	8	?	-7%	-7%	-3%	14%	7%	0%	3%	4%	?
CSCC(C)N1CCC(n2nccc2NC(=O)c2ccc3c(c2)OCO3)CC1 (centres undefined)	13	-4%	-9%	0%	7%	/	/	-2%	-4%	-4%	0%
COC(=O)c1cc(NC(=O)c2c(Cl)nc3sccn23)cc(C(=O)OC)c1	10	?	1%	2%	-3%	4%	1%	-2%	0%	-13%	5%
CCOC(=O)C(C)n1nc(/C=C/c2ccc(OC)cc2)ccc1=O (centres undefined)	-5	-2%	23%	/	8%	-16%	-9%	-1%	19%	-6%	-13%
CCN(CC)C(=O)c1cc2c(=O)oc3ccccc3c2s1	7	?	-8%	?	-6%	-7%	0%	-1%	2%	10%	?
O=C(NCCCn1ccnc1)c1cc2ccccc2o1	-3	15%	-6%	-5%	0%	0%	-29%	1%	-5%	2%	-6%
Cc1ccc(S(=O)(=O)Nc2nncs2)cc1	7	-6%	-2%	3%	-3%	11%	-4%	0%	-8%	-6%	-2%
O=C(NCC1(c2ccccc2)CCCC1)c1cccc(Br)c1	-3	-9%	0%	-20%	-2%	-4%	5%	13%	-13%	0%	2%
CN1CCN(CC(=O)NC(=O)NC2CCCCC2)CC1	-10	/	/	/	-2%	/	/	-2%	24%	-3%	-2%
Brc1ccc(CSc2nnc(-c3ccco3)o2)cc1	-10	?	?	-17%	-1%	-3%	-3%	28%	?	8%	?
CN(c1ccccc1)c1nc(N)c([N+](=O)[O-])c(NCCO)n1	-19	-11%	-17%	/	2%	/	-2%	6%	13%	0%	-7%
Next section
SMILES	KCNH2 3.1 inh	RORgamma inh	VP16 counter	MBNL1-CUG inh	NPC1 prom act	Menin-MLL TR inh	PKM2 act	Mito fusion act	ELG1 DNA repair	Rab9 prom act	FLuc modulator
COc1ccc(C(=O)N/C(=C\c2cn(C)c3ccccc23)C(=O)N2CCOCC2)cc1	5	-9%	-4%	1%	-11%	/	/	-1%	9%	-3%	-2%
CNc1nc(NCc2ccccc2)c2ccccc2n1	11	40%	-17%	0%	-5%	-16%	14%	-8%	-1%	-9%	0%
COc1cc(/C=C/C(=O)O)ccc1S(=O)(=O)N1CCCc2ccccc21	-1	-2%	-16%	-1%	-9%	4%	3%	-1%	0%	3%	-19%
CCC1(CC)NC(=O)N(CC(=O)OCn2nnc3ccccc3c2=O)C1=O	1	?	-2%	17%	5%	2%	4%	11%	0%	2%	-1%
FC(F)(F)c1cccc(Nc2ncnc3ccccc23)c1	18	33%	1%	-5%	10%	7%	2%	9%	?	1%	?
CCCCCCNCCn1cnc2c(N)ncnc21	8	5%	3%	-2%	0%	8%	-7%	-3%	-11%	8%	-1%
CC(=O)NC(CC(=O)NCCc1ccccc1)c1ccccc1 (centres undefined)	5	-7%	6%	0%	2%	/	/	0%	14%	2%	0%
CCCCCC(=O)N1CCN(c2ccc(C(C)=O)cc2F)CC1	-7	?	?	2%	-3%	-4%	-3%	1%	5%	-4%	-1%
Cc1ccccc1NC1=CC(=O)CC(C)(C)C1	-5	-18%	5%	6%	-4%	0%	-18%	1%	1%	11%	-2%
Cc1c(OCC(=O)NCc2cccnc2)ccc2c3c(c(=O)oc12)CCC3	3	-4%	7%	-6%	10%	/	/	-36%[inhibitor]	7%	-9%	?
COc1ccccc1CN1C(=O)CNC1=S	77	-45%	-2%	-1%	0%	13%	/	11%	4%	0%	1%
O=C1NC(=O)c2cc3ccccc3cc21	2	/	/	/	2%	/	/	0%	0%	0%	?
CCOC(=O)c1ccc(S(=O)(=O)N2CCN(C(=O)CSc3nc4ccccc4o3)CC2)cc1	-13	-10%	0%	-1%	-1%	-10%	-7%	18%	?	-7%	-2%
O=S(=O)(Nc1ccc(N=Nc2ccc(O)c3ccccc23)cc1)c1ccccc1	/	6%	?	/	6%	-1%	-12%	0%	-29%	-5%	-8%
COCCNc1oc(-c2ccc(Cl)cc2)nc1C#N	-3	28%	-6%	24%	?	12%	1%	4%	?	?	11µM*
CCOc1ccc2nc(NC(=O)CSc3nc4ccccc4c(=O)n3Cc3ccco3)sc2c1	-97*	10%	17%	-11%	-2%	?	-9%	0%	?	-13%	1%
O=C(CCN1C(=O)/C(=C/c2ccccc2Cl)SC1=S)Nc1ccccn1	8	-33%	-6%	10%	0%	/	/	?	19%	-1%	-13%
CC(OC(=O)c1ccc(S(=O)(=O)N2CCCCC2)cc1)C(=O)NC1CCCCC1C (centres undefined)	7	12%	5%	-1%	2%	/	2%	2%	-2%	7%	3%
Cc1ccc(-c2ccc(C(=O)Nc3cccc(F)c3)o2)c2ccccc12	-16	7%	?	-8%	7%	?	3%	?	?	-6%	-6%
COc1ccccc1NC(=O)Cn1c(=O)n(C)c(=O)c2sc3c(c21)COC(C)(C)C3	-4	?	-14%	-12%	4%	/	/	-7%	2%	-12%	1%
CC1=C(C(N)=O)C(c2cccs2)n2ncnc2N1 (centres undefined)	-10	-9%	-8%	-3%	-4%	/	-1%	2%	7%	-1%	0%
Cc1ccc(C)c(NC(=O)COC(=O)CCCN=C2NS(=O)(=O)c3ccccc32)c1	-1	-20%	-7%	/	-2%	11%	5%	-3%	9%	2%	-3%
O=C(c1cccc(Oc2c(Cl)cccc2[N+](=O)[O-])c1)N1CCCCC1	-1	?	0%	?	-1%	-22%	-8%	12%	?	-1%	1%

An excerpt (hit frequency here may not be typical).
